# Screening data (PubChem)
# APJ antag: antagonists of human APJ apelin receptor | CHO-K1 APJ beta-arrestin complementation, luminescence | inhibition, % at 20 µM | 330,000 tested, 0.32% active;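 active = inhibition above about 40% at 20 µM, limit read from the data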;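 also: cells challenged with 10 nM apelin-13 agonist together with compound; plate controls were apelin-13 plus DMSO wells for no effect and DMSO wells lacking apelin-13 for full effect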
# Target sequence (P35414 whole entry, looked up): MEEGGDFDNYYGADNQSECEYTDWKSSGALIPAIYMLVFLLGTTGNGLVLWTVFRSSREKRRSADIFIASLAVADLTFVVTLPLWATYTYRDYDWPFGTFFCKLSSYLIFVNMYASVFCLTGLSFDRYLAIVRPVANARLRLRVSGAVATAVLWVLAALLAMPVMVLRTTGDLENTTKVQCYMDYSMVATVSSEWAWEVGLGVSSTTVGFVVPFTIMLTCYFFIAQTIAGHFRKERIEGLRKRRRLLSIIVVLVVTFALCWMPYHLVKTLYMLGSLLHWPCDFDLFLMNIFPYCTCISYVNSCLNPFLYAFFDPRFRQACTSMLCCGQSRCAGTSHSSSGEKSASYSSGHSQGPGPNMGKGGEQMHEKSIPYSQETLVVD
# UPR CHOP act: activators of apoptotic arm of unfolded protein response (CHOP); CHO-CHOP luciferase reporter, UPR activation, luminescence; percent of tunicamycin response over DMSO baseline; activation, % at 10 µM; 330,000 tested, 0.34% active; AID 449763;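 active = at 10 µM dose, activation of 40% or more, normalized to positive control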;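 also: 100% = tunicamycin at 10 µg/mL and 0% = DMSO alone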
#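 System: CHO-CHOP luciferase reporter cell line; amount: 500 cells/well; buffer or medium: F12 medium containing 10% fetal bovine serum; incubation: 6 h compound exposure at 37 °C after overnight seeding; measured by: luciferase luminescence after 10 min with Steady-Glo reagent; evaluation: % reporter activation, DMSO baseline versus tunicamycin full activation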
# UPR XBP1 act: adaptive UPR (XBP1) activation | CHO-XBP1 luciferase reporter, IRE1-XBP1 UPR activation, luminescence; percent of tunicamycin response, DMSO as zero | activation, % at 20 µM | 330,000 tested, 0.33% active | AID 463104;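 active = versus positive control, 20 µM dose yields 30% or more activation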;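 also: 100% = tunicamycin at 10 µg/mL and 0% = DMSO only wells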
#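 Material: CHO cell line with stable XBP1 luciferase reporter; schedule: 16-18 h cell attachment at 37 °C, then 6 h compound exposure; signal: glow luminescence from Steady-Glo reagent; medium: serum-containing F12 medium, 10% FBS; benchmarks: tunicamycin 10 µg/mL and vehicle-only wells; read-out: percent activation relative to tunicamycin reference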
# tim23-1 inh: growth inhibitors of tim23-1 mutant yeast. S. cerevisiae tim23-1 growth, BacTiter-Glo luminescence, 24 h. inhibition, % at 20 µM. 330,000 tested, 1.3% active. AID 463212;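 active = growth inhibition of the mutant yeast at or above 50%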;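 also: temperature-sensitive mutant grown at 25 °C; plate controls were DMSO-treated mutant yeast for no effect and medium wells lacking yeast for full effect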
# APJ agonist: agonists of human APJ apelin receptor; P35414; CHO-K1 APJ PathHunter beta-arrestin, luminescence; 0% DMSO wells, 100% apelin; activation, % at 20 µM; 330,000 tested, 0.11% active;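 active = activation more than six SD over the plate average, tested at 20 µM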;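 also: 0% = DMSO alone and 100% = apelin-13 at 10 nM; some results filed as inactive read as strong as hits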
#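 Assay system: engineered CHO-K1 APJ arrestin reporter cells; Amount: 1000 CHO-K1 reporter cells seeded per well; Dosing: one dose, 20 µM compound, 1% DMSO; Times: compound stimulation 90 min at 25 °C, detection 60 min; Measured by: luminescent beta-gal fragment complementation, chemiluminescent substrate; Read-out: APJ–arrestin association signal; Controls: DMSO vs Apelin-13 10 nM.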
# EBI2 antag: EBI2 (human) antagonism | 360,000 tested, 0.81% active | AID 651636 | P32249 | inhibition, % at 5 µM | EBI2 beta-arrestin recruitment, luminescence, 7a,25-OHC stimulated; in the data active = inhibition above about 38%;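 also: enzyme fragment complementation signal reports receptor beta-arrestin coupling in cells; 0% = agonist plus DMSO wells and 100% = wells without agonist; some results beyond the cut were filed as inactive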
# Target sequence (P32249 whole entry, looked up, the tested form may be a part): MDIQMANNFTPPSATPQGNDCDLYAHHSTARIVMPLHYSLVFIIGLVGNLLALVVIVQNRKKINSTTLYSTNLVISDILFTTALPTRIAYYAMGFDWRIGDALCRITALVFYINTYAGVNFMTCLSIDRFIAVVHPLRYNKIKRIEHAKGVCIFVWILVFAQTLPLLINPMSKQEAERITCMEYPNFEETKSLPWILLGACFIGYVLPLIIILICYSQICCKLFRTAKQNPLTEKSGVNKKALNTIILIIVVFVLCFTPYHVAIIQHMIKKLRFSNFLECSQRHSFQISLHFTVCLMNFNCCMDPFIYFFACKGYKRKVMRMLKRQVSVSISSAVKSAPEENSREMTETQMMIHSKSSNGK
# Mdm2 MdmX PPI: disrupts the human Mdm2-MdmX interaction | AID 485346 | SaOS-2 split-luciferase Mdm2/MdmX complementation, luminescence | 330,000 tested, 3% active | inhibition, % at 8 µM;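 active = inhibition of at least 50% at 8 µM in the primary screen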
# CCR6 antag: antagonists of human CCR6 receptor. P51684. AID 493098. CHO-K1 CCR6 PathHunter beta-arrestin, luminescence, CCL20-stimulated. 340,000 tested, 0.49% active. inhibition, % at 20 µM;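 active = compounds whose inhibition of the agonist-driven luminescence signal at 20 µM reaches about 50%, limit read from the data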;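 also: cells stimulated with CCL20 at 14 nM final; plate controls were DMSO with CCL20 for no effect and DMSO without agonist for full effect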
# Target sequence (P51684 whole entry, looked up): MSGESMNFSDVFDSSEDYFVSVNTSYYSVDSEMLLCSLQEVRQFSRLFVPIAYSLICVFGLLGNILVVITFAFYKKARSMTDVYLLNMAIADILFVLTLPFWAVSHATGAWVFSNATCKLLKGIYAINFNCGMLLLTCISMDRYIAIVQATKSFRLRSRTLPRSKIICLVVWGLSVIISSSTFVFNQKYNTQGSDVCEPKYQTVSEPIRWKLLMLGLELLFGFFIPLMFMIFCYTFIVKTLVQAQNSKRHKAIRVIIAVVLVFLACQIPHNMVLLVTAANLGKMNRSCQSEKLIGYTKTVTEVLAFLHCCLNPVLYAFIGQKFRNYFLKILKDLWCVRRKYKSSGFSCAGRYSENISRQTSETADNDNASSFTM
# CXCR6 inh: CXCR6 (human) receptor inhibition | inhibition, % at 20 µM | 360,000 tested, 0.36% active | CHO-K1 PathHunter CXCR6 beta-arrestin, luminescence | AID 602244; in the data active = inhibition above about 34%, passing the limit was not always enough;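 also: antagonist mode with CXCL16 agonist at 10 nM final; 0% = 10 nM CXCL16 with DMSO and 100% = unstimulated wells without agonist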
# * hit, by the source's call; . = not tested or not shown.
SMILES,APJ antag,UPR CHOP act,UPR XBP1 act,tim23-1 inh,APJ agonist,EBI2 antag,Mdm2 MdmX PPI,CCR6 antag,CXCR6 inh
CC(=O)N1CCN(C(=O)c2ccc(Cl)c(S(=O)(=O)N3CCCC3)c2)CC1,8,-0.3,-2,8,-1,0,-3,11,-2
CNC(=S)N1CCN(c2nc(-c3ccc(F)cc3)cs2)CC1,2,2.6,0,36,1,24,-9,20,-4
COc1cc(/C=N/NC(=O)Cn2cnc3ccccc3c2=O)ccc1O,14,-0.2,3,7,-3,-20,29,8,-4
Cn1nc(CC(=O)Nc2ccc3c(c2)CCC3)c2ccccc2c1=O,6,8.1,1,-2,-1,-7,23,6,2
O=c1c2ccccc2nc2n1C(CSc1ccc(F)cc1)CN2 (stereo unspecified),-3,-1.7,-4,-10,1,-8,15,-2,-3
CC1CCCCN1C(=O)COC(=O)CNC(=O)c1sc2ccccc2c1Cl (stereo unspecified),-5,2.3,-2,20,6,-2,2,1,-3
CCCN1CCC(=O)N([C@H](CSc2ccc(Br)cc2)c2ccccc2)CC1,-12,0.2,4,27,-1,13,12,4,2
Cc1cc(NC(=O)CCN2CCN(CCO)CC2)ccc1Br,1,1.5,-5,-8,0,-3,-15,10,-1
COc1cc(-c2nnc(SCC(=O)N(Cc3ccccc3)C(C)(C)C)o2)cc(OC)c1OC,7,-1.0,-1,6,-5,27,51*,7,12
CN(C(=O)c1cccc(Br)c1)C1CCS(=O)(=O)C1 (stereo unspecified),13,0.3,0,17,4,-1,11,3,0
Nc1ccc(Oc2ccc3c(c2)OCO3)cc1,8,1.5,1,4,1,1,9,-9,-8
CCOC(=O)c1sc(NC(=O)CSc2n[nH]c(C)n2)nc1C,3,-1.2,-1,9,-2,0,24,10,-3
N#CNC(=Nc1ccccc1)SCc1ccc(C(=O)O)cc1,7,1.2,-1,17,1,1,-27,9,11
O=C(NCCN1CCCC1)C1COc2ccccc2O1 (stereo unspecified),16,1.2,-2,-6,-12,-1,-1,-6,-7
CCN1CCN(C(=S)NC(=O)c2cc(OC)c(OC)c(OC)c2)CC1,10,-0.9,0,6,0,-12,-6,-1,-13
CC1(C)Cc2c(sc3ncn4nc(CCC(=O)O)c(=O)nc4c23)CO1,14,-2.2,0,4,-1,12,-6,-1,-2
C[C@H](NC(=O)c1nc[nH]c1C(=O)N1CCN(c2ccccc2)CC1)c1ccccc1,-1,-1.2,-4,1,0,7,-2,-6,4
O=C(COC(=O)CSc1ccc2ccccc2c1)NC1CCCC1,0,3.7,-1,13,5,-16,-27,4,-1
Cc1ccc(C(=O)C2=C(O)C(=O)N(Cc3cccnc3)C2c2cccc(Oc3ccccc3)c2)o1 (stereo unspecified),4,3.3,-3,16,2,.,7,6,.
COc1ccc(-n2c(SCC(=O)NC3CCCCC3)nc3ccsc3c2=O)cc1,2,-1.1,0,-2,-5,2,-27,8,-7
COC(=O)C1CN(C(=O)C(C)Oc2cccc(C)c2C)c2ccccc2O1 (stereo unspecified),0,1.6,-6,29,-6,-6,-9,13,9
COC(=O)C1=C(N)OC2=C(C(=O)CC(C)(C)C2)C1c1cccnc1 (stereo unspecified),7,5.7,-2,4,-1,-9,13,-23,2
Cc1cc(C(C)(C)C)cc(C)c1N,-8,0.8,1,10,3,-14,12,0,6
CCOC(=O)N1CCN(C(=O)c2cn(CC)c3cc(N4CCN(C)CC4)c(F)cc3c2=O)CC1,5,-1.0,-1,11,1,.,7,.,.
O=C(CC(CC(=O)c1ccccc1)c1ccccc1)c1ccccc1,22,2.7,-3,15,-4,-2,11,9,4

# Whole records, quoted from the list. Values in the order: APJ antag | UPR CHOP act | UPR XBP1 act | tim23-1 inh | APJ agonist | EBI2 antag | Mdm2 MdmX PPI | CCR6 antag | CXCR6 inh
# COc1cc(/C=N/NC(=O)Cn2cnc3ccccc3c2=O)ccc1O is listed with 14 | -0.2 | 3 | 7 | -3 | -20 | 29 | 8 | -4
# Cc1ccc(C(=O)C2=C(O)C(=O)N(Cc3cccnc3)C2c2cccc(Oc3ccccc3)c2)o1 (stereo unspecified) is listed with 4 | 3.3 | -3 | 16 | 2 | . | 7 | 6 | .
# Nc1ccc(Oc2ccc3c(c2)OCO3)cc1 is listed with 8 | 1.5 | 1 | 4 | 1 | 1 | 9 | -9 | -8
# CCN1CCN(C(=S)NC(=O)c2cc(OC)c(OC)c(OC)c2)CC1 is listed with 10 | -0.9 | 0 | 6 | 0 | -12 | -6 | -1 | -13

# More structures
SMILES,APJ antag,UPR CHOP act,UPR XBP1 act,tim23-1 inh,APJ agonist,EBI2 antag,Mdm2 MdmX PPI,CCR6 antag,CXCR6 inh
O=C(Nc1cc(S(=O)(=O)N2CCCCCC2)ccc1OCC(F)(F)F)C1CCC1,17,-0.7,-5,10,2,-4,18,15,-3
COc1ccc(OCCCCN2CCC(C)CC2)cc1,14,0.0,-2,3,-2,7,9,15,-6
COc1ccccc1CN1C(=O)CCC1(C)C(=O)NC1CCCCCC1 (stereo unspecified),0,-0.6,-2,10,-2,-7,-5,8,-4
O=C(N/N=C/c1ccccc1)c1ccc2c(c1)OCO2,-7,-4.2,-8,46,-1,0,-74,-13,-5
COC(CNC(=O)CCc1c(C)nc2c(-c3ccccc3)c(C)nn2c1C)OC,10,0.8,-1,2,-2,2,-38,-3,-2
CN(C(=O)/C=C/c1ccccc1)C1CCS(=O)(=O)C1 (stereo unspecified),-8,-1.3,-1,10,1,3,4,-8,4
COC(=O)CSc1nnc(NC(=O)CCc2ccccc2)s1,10,0.8,-3,15,-4,-10,5,6,-4
COc1ccc(C2=C(c3ccc(OC)c(OC)c3)CN3CCCCC3C2)cc1 (stereo unspecified),15,0.9,0,23,1,0,-6,-11,6
Cc1ccc(N(C)C(=O)CC(C)S(=O)(=O)c2ccc3c(c2)NC(=O)CO3)cc1 (stereo unspecified),2,1.0,-3,7,0,4,10,6,2
COc1ccc(S(=O)(=O)N2CCOCC2)cc1NC(=O)CCNC(=O)c1ccc(Cl)cc1,-12,2.4,-4,14,-3,4,-12,6,-1
CC(C)C(=O)NC(=S)Nc1ccccc1F,13,1.1,-2,6,-3,-5,-19,13,0
CCCOc1cccc(C(=O)NC(=S)Nc2ccc(N3CCN(C)CC3)cc2)c1,26,1.4,6,37,-3,14,12,33,-4
CCCN1CC(O)=C(C#N)C1=O,-3,0.1,1,4,-2,1,11,-5,-2
Cc1cc(C(=O)N/N=C2\CC(=O)c3ccccc32)c(C)n1-c1ccc(F)cc1,-10,5.5,1,-4,8,-4,15,16,-4
Nc1cc(=O)[nH]c(SCC(=O)NNC(=O)c2ccccc2)n1,-34,0.7,6,2,-3,-4,-3,-1,-1
COCCn1nnnc1CN1CCC(Cc2ccccc2)CC1,-7,-0.6,-3,15,-3,-12,-19,14,-1
Cn1ccc2cc(-c3csc(N4CCC(C(N)=O)CC4)n3)ccc21,3,2.5,-1,3,-3,0,-16,8,-8
CSc1nc2ccc3nc(NC(=O)c4ccc(Cl)s4)sc3c2s1,12,2.3,1,5,-4,-7,3,8,-3
Cc1cccc(C)c1NC(=S)NC1CCCCC1,12,0.2,0,30,0,-5,-14,13,0
COC(=O)c1cn(Cc2c(C)cc(C)cc2C)nn1,8,2.7,-1,17,1,-4,5,5,0
CCCn1nnc(NCc2ccc(OCc3cccs3)c(OC)c2)n1,3,-1.8,-1,7,-1,1,25,2,-6
Cc1ccc(Cl)cc1NC(=O)c1cccc(OC(F)F)c1,31,0.3,0,28,-3,0,11,17,6
Cc1ccc(C)c(CN2C(=O)CSc3ccc(C(=O)NCC(C)CN4CCC(C)CC4)cc32)c1 (stereo unspecified),21,3.1,-3,12,-4,12,30,21,12
COc1ccc(N(C(=O)CS(=O)CC(=O)Nc2ccc(F)cc2)C(C(=O)NC2CCCCC2)c2cccs2)cc1 (stereo unspecified),-17,-0.2,-3,0,-1,-1,21,2,-6
CC(C(=O)NCc1ccc(F)cc1)n1ccc2cc(S(=O)(=O)N3CCCC3)ccc21 (stereo unspecified),19,1.8,-6,14,-6,3,9,27,8

# Additional records follow.
SMILES,APJ antag,UPR CHOP act,UPR XBP1 act,tim23-1 inh,APJ agonist,EBI2 antag,Mdm2 MdmX PPI,CCR6 antag,CXCR6 inh
O=C1/C(=C/c2cccc([N+](=O)[O-])c2)CCc2ccccc21,18,3.8,2,54*,-6,-71,4,23,15
C=CCn1c(SCC(=O)c2ccc(CNC(C)=O)o2)nc2ccccc2c1=O,16,0.2,-1,14,0,4,3,24,-1
CC(C)(C)OC(=O)C[C@H]1C/C=C\C[C@H](CC(=O)NCCO)C(=O)N[C@@H](Cc2ccccc2)COC1=O,10,0.6,-5,-3,-1,-1,10,5,0
COc1ccc(CNC(=O)C(OC(=O)c2nsc(Cl)c2Cl)C(C)C)cc1 (stereo unspecified),-13,0.8,-4,37,-4,-11,16,5,7
CCN(CC(=O)NCc1ccc2c(c1)OCO2)S(=O)(=O)c1ccc(F)cc1,-7,-2.1,0,17,2,0,-9,5,-3
COc1ccc(/C=N/OCc2ccccc2C#N)c(OC)c1,12,5.9,6,2,-2,2,-6,8,13
COc1ccccc1CC(=O)NC(=O)c1ccccc1O,-1,0.4,-2,24,-4,-15,-33,6,9
CCN(C[C@H]1N[C@@](C)(C(=O)OC)[C@H]2C(=O)N(C)C(=O)[C@@H]12)C(=O)COC,8,0.2,-3,-5,-4,-2,11,-4,2
CCC1(C)Cc2ccccc2-c2nc3n(c(=O)c21)CCS3 (stereo unspecified),-4,-2.6,-3,38,-1,4,13,2,-1
S=C(NCCc1ccccc1)Nc1ccc(Br)cc1,-9,2.8,-2,26,-2,29,-27,17,-3
CC1CCCC(C)N1C(=O)CSc1nnc(-c2cccs2)o1 (stereo unspecified),-19,1.8,-5,20,7,-28,-50,14,0
Cc1cccc(C)c1NC(=O)N1C2CCC1CC(O)(c1cccnc1)C2 (stereo unspecified),-20,0.1,1,3,0,-2,7,2,-3
Cc1nc2sc(C(c3ccc(C(C)C)cc3)N3CCN(CCO)CC3)c(O)n2n1 (stereo unspecified),1,-1.2,-3,-6,-1,-14,20,6,-10
CCOc1ccccc1C(=O)N(C)Cc1cc2ccccc2[nH]c1=O,17,0.8,-4,21,2,4,21,12,-6
COc1ccc(-n2c(-c3ccccc3)c[n+]3c2CCC3)cc1,4,0.2,1,6,-9,-3,33,3,-5
CCOc1ccc(Br)cc1-c1noc(-c2cccs2)n1,14,0.5,0,21,3,11,-12,6,-3
COc1cccc(NS(=O)(=O)c2ccc(-c3coc(C)n3)cc2)c1,-26,-0.7,-5,9,2,-9,19,-10,-2
Cn1c(N)c(C(=O)COC(=O)C2CCN(S(=O)(=O)c3cccs3)CC2)c(=O)n(C)c1=O,-9,0.4,-2,10,-3,-3,4,8,-11
Cc1cc(C(=O)OCC(=O)NCCc2ccc(S(N)(=O)=O)cc2)c2ccccc2n1,-2,0.3,3,-7,-3,-18,7,10,-5

# Only part of the results is shown. The share of hits here may be higher or lower than overall.
